# TRPC6 activator = mouse TRPC6 channel activation; HEK293-TRPC6 membrane potential dye fluorescence; stronger effect = higher value; AID 2550; 310,000 compounds, 0.13% hits; B-score at 10 µM; Q61143;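 active = B-score of the integrated fluorescence ratio above library mean plus 3 SD, and starting fluorescence ratio within library mean plus 5 SD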;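 also: higher score means more depolarization so channel activation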
# AI-2 QS modul = modulators of Vibrio harveyi AI-2 quorum sensing system; AID 2094; 300,000 compounds, 0.4% hits; activity change, % at 7.5 µM; Vibrio harveyi JMH597 AI-2 luminescence/OD600 ratio, 9 h; stronger effect = lower value; strain lacks LuxN and CqsS sensors; 0 = neutral-control median; in the data active = activity change below about -75%, passing the limit was not always enough;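 also: luminescence divided by OD600 gain over 9 h not by final OD600 alone; inactives centre near 13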
# MrgX1 allo act = human MrgX1 positive allosteric modulation, primary screen; Q96LB2; MrgX1-HEK293, Fluo-4 calcium flux, FDSS; stronger effect = higher value; B-score at 10 µM; AID 588675; 310,000 compounds, 0.63% hits;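 active = plate-corrected calcium response at least 3 library SD above typical, normal starting fluorescence, not activating the receptor alone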;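 also: compound read alongside a low EC10 to EC30 dose of BAM8-22 agonist; peak minus trough fluorescence over baseline measured at the second addition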
# PolyA inh = inhibitors of polyadenylation in S. cerevisiae. S. cerevisiae SKY197-pL101 polyadenylation reporter, beta-gal luminescence; efflux-impaired pdr1/pdr3 knockout yeast; score 100 = 6 SD above DMSO. calls only at 12 µM. 300,000 compounds, 0.02% hits. AID 1875;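 active = lowest replicate activity score at least 50, where 100 means six control SD above control mean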;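 also: yeast exposed to compound for 9 h at 30 °C; higher score means more reporter readthrough which indicates perturbed polyadenylation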
# TRPC4 inh = inhibitors of mouse TRPC4 channel; Q9QUQ5; 300,000 compounds, 0.39% hits; HEK293 TRPC4beta/mu-opioid, DAMGO-evoked Fluo4 calcium flux; stronger effect = lower value; AID 2247; B-score at 10 µM;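 active = B-score over 3 SD under the library average, no early fluorescence shift, positive overall ratio signal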
# Target sequence (Q9QUQ5 whole entry, looked up): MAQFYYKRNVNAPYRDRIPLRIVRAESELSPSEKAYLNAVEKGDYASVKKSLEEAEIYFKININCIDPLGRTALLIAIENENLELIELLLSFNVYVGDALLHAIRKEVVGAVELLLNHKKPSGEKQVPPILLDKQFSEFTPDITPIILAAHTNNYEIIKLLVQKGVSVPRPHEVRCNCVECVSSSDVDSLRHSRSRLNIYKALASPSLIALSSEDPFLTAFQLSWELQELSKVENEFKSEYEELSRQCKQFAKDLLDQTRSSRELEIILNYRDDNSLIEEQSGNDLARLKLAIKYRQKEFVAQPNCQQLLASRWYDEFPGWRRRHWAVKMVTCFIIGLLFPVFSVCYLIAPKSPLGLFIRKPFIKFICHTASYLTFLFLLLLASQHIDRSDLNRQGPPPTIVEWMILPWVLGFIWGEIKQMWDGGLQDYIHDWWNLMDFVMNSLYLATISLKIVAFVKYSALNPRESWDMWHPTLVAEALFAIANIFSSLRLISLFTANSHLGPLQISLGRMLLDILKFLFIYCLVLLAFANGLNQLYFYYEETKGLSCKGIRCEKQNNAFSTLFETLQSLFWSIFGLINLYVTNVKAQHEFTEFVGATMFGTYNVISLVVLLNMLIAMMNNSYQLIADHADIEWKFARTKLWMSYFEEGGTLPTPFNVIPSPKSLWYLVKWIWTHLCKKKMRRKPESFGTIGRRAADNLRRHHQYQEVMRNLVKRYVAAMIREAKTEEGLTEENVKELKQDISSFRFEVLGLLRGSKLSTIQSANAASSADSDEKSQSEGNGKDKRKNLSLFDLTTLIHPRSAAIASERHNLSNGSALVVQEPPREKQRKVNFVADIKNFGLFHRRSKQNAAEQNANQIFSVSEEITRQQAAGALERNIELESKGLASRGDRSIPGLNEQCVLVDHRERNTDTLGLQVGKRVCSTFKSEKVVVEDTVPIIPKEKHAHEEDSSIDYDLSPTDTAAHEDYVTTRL
#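 System: stable TRPC4beta/mu-opioid receptor HEK293 cells; Dosing: single-point compound dosing; Measured by: Fluo4 Ca2+ flux fluorescence; Read-out basis: per-well B score of integrated baseline-normalized Fluo4 ratio.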
# MrgX1 antag = human MrgX1 receptor antagonism, primary screen; Q96LB2; MRGX1-HEK293 calcium flux, Fluo-4, BAM8-22 antagonism; stronger effect = lower value; B-score at 10 µM; 310,000 compounds, 1.3% hits;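 active = calcium-response B-score plate-corrected more than 3 library SD below zero, starting fluorescence within 5 deviations, no agonist response on first addition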;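 also: peak minus trough fluorescence over baseline after final BAM8-22 challenge near maximal dose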
# TRPC4 agonist = TRPC4 (mouse) channel activation; Q9QUQ5; HEK293 TRPC4beta/mu-opioid, Fluo4 calcium fluorescence; stronger effect = higher value; B-score at 10 µM; 310,000 compounds, 0.49% hits; AID 2237;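 active = B-score above 5 SD of library B-scores, and initial fluorescence ratio not above library mean plus 5 SD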;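 also: positive B-score marks a calcium rise read as TRPC4 activation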
#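 System – HEK293 cells stably co-expressing mouse TRPC4beta and mu-opioid receptor · Signal – Fluo4 calcium-sensitive dye fluorescence, kinetic, 1 Hz baseline · Benchmarks – buffer (low) and maximal DAMGO (high) · Read-out – B score of integrated fluorescence ratio per well · Incubation – dye loading 45 min room temperature, 110 s kinetic read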
# MrgX1 agonist = activates human MrgX1 receptor signaling | MrgX1-HEK293 cells, Fluo-4 calcium fluorescence, agonist mode; stronger effect = higher value | Q96LB2 | 310,000 compounds, 0.44% hits | B-score at 10 µM;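 active = calcium response B-score plate-corrected fluorescence ratio at least 3 library SD, with starting fluorescence B-score inside 5 SD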
#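 System – MrgX1-expressing HEK293 cells · Incubation – cells plated overnight, dye loaded 0.5 h 37 °C, 0.5 h room temperature · Technique – kinetic Fluo-4 NW fluorescence of intracellular calcium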
# TRPC6 inhibitor = blocks the mouse TRPC6 cation channel; Q61143; HEK293-TRPC6, membrane potential dye, ACh-evoked depolarization; stronger effect = lower value; B-score at 10 µM; 310,000 compounds, 1.1% hits; AID 2553;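 active = B-score under library mean minus 3 SD, initial fluorescence not abnormally high, positive integrated signal ratio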;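 also: B-score derived from integrated fluorescence ratio over the kinetic read; more negative B-score means stronger inhibition of depolarization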
# TRPC4 potent = allosteric potentiators of mouse TRPC4 channel. Q9QUQ5. AID 2227. 310,000 compounds, 0.42% hits. HEK293 TRPC4beta/mu-opioid, DAMGO EC20, Fluo-4 Ca2+ flux; stronger effect = higher value. B-score at 10 µM;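 active = B-score of calcium response area above 5 SD of library B-scores, with initial fluorescence ratio within 5 SD of library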;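 also: B-score of integrated fluorescence ratio over time as area under calcium response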
# HIF activator = HIF pathway transcriptional activation; U2OS HRE-luciferase reporter, luminescence; normalized: DMSO 0%, desferrioxamine 100%; activation, % at 7.5 µM (by protocol); 300,000 compounds, 0.32% hits; AID 1910;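 active = mean activation of at least 10% of the iron chelator positive control signal, with at least half of replicates also reaching 10%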
# * = called active by the depositor; i = inactive; x = not tested or not shown. The list is partial. The share of hits here may be higher or lower than overall.
compound	TRPC6 activator	AI-2 QS modul	MrgX1 allo act	PolyA inh	TRPC4 inh	MrgX1 antag	TRPC4 agonist	MrgX1 agonist	TRPC6 inhibitor	TRPC4 potent	HIF activator
COc1cccc(CNC(=O)Cc2ccc(NC3=NC4CS(=O)(=O)CC4S3)cc2)c1 (stereo not drawn)	i	12	i	i	i	i	i	i	i	i	-0.7
Cc1ccccc1NC(=O)c1cccnc1	i	11	i	i	i	i	i	i	i	i	-20
COc1ccc(C(=O)NNC2=NC(C)(C)Cc3ccccc32)cc1	i	30	i	i	i	i	i	i	i	i	0.2
COc1ccc(C(C(=O)NCCC(C)C)N(CCO)C(=O)c2snc(C(N)=O)c2N)cc1 (stereo not drawn)	i	1	i	i	i	i	i	i	i	i	3.4
O=C(c1ccc2c(=O)n3c(nc2c1)CCCCC3)N1CCN(c2cccc(Cl)c2)CC1	i	31	i	i	i	i	i	i	i	i	-0.3
CCOc1ccc(NC(=O)CC2SC(N)=NC2=O)c([N+](=O)[O-])c1 (stereo not drawn)	i	3	i	i	i	i	i	i	i	i	0.3
CCN1CCN(C(=O)c2ccccc2N(C)S(=O)(=O)c2ccc(C)cc2)CC1	i	9	i	i	i	i	i	i	i	i	-0.8
Cc1ccc(C2=[N+]([O-])C(C)N(O)C2(C)C)o1 (stereo not drawn)	i	14	i	i	i	i	i	i	i	i	-0.1
Cc1ccc(-c2cc(C(=O)N3CCCC3)c3ccccc3n2)s1	i	1	i	i	i	i	i	i	i	i	1.3
Cc1ccc(NC(=S)NC(=O)CC2CC(C)(C)OC2=O)cc1 (stereo not drawn)	i	4	i	i	i	i	i	i	i	i	0.5
Cc1ccc(/C=N/NC(=O)C2COc3ccccc3O2)s1 (stereo not drawn)	i	4	i	i	i	i	i	i	i	76*	1.6
COc1ccccc1-c1nc(-c2ccc(Br)cc2)no1	i	12	i	i	i	i	i	i	i	i	1.5
CCOc1ccccc1NC(=O)N1CCCC1C(=O)NCc1ccco1 (stereo not drawn)	i	33	x	i	i	x	i	x	i	i	-6.7
O=C(COC(=O)CNC(=O)c1ccc(Cl)cc1Cl)Nc1ccc(N2CCOCC2)cc1	i	14	i	i	i	i	i	i	i	i	-0.5
O=C1CCN(C2CCN(Cc3nc(Cc4ccccc4F)no3)CC2)CCN1	i	-4	i	i	i	i	i	i	i	i	-0.1
CCn1c(CNC(=O)COc2ccc(C(C)C)cc2)nnc1SCC(=O)Nc1ccc(F)cc1	i	16	i	i	i	i	i	i	i	i	0.3
CCOC(=O)N1CCN(S(=O)(=O)N2CCCC(C(=O)NCCCN3CCCCC3CC)C2)CC1 (stereo not drawn)	i	18	i	i	i	i	i	i	i	i	-0.1
Cc1ccccc1-n1c(=O)cc(NCc2ccc3c(c2)OCO3)[nH]c1=O	i	9	i	i	i	i	i	i	i	i	x
COC(=O)c1ccc(/C=C/c2c(-c3ccsc3)sc3ccccc23)cc1	i	15	i	i	i	i	i	i	i	i	1.2
CC1CCCCN1S(=O)(=O)c1ccc(C(=O)Nc2ccccc2-c2nc3ccccc3s2)cc1 (stereo not drawn)	i	19	i	i	i	i	i	i	i	i	0.2
Cc1ccc2nc(N(CCCN(C)C)C(=O)CCc3ccccc3)sc2c1	i	25	i	i	i	i	i	i	i	i	-3.1
CN(CC(=O)Nc1ccc(F)c(Cl)c1)S(=O)(=O)c1cccc2nsnc12	i	7	i	i	i	i	i	i	i	i	0.2
O=C(CN1CCOc2ccccc21)NC1CCCCCCC1	i	16	i	i	i	i	i	i	i	i	0.0
CN(C)c1c2ccccc2nc2c(F)c(F)c(F)c(F)c12	i	19	i	i	i	i	i	i	i	i	2.6
O=C(Nc1ccc(-c2cn3c(n2)SCC3)cc1)c1ccco1	i	22	i	i	i	i	i	i	i	i	1.6
CCN(CC)C(=O)Cn1cc(C(=O)C(=O)NCCCN2CCOCC2)c2ccccc21	i	-3	i	i	i	i	i	i	i	i	-0.4
O=C(Nc1ccccc1)/C(=C/c1ccc(O)cc1)NC(=O)c1ccco1	i	6	i	x	i	i	i	i	i	i	0.2
Cc1ccc(C(=O)CSc2nc3ccccc3o2)cc1	i	-17	i	i	i	i	i	i	i	i	0.0
CCOC(=O)c1c(C)[nH]c(C(=O)COC(=O)CNC(=O)C2CCCCC2)c1C	i	8	i	i	i	i	i	i	i	i	0.8
Cc1ccc2cc(CN(CCCN(C)C)C(=O)NCc3ccccc3)c(=O)[nH]c2c1C	i	-4	i	i	i	i	i	i	i	i	0.1
CCOC(=O)c1c(NC(NC(=O)C(C)C)C(Cl)(Cl)Cl)sc2c1CCC2 (stereo not drawn)	i	16	i	i	i	i	i	i	i	i	-0.4
COc1cc2nc(Cl)nc(NCCO)c2cc1OC	i	19	i	i	i	i	i	i	i	i	-0.5
Cc1ccc(N2C(=O)CC(Sc3nc4ccccc4o3)C2=O)cc1Cl (stereo not drawn)	i	-3	i	i	i	i	i	i	i	i	-5.5
CCOC(=O)C1=C(C)NC(=S)N(C(C)=O)C1c1ccc(Cl)cc1 (stereo not drawn)	i	-14	i	i	i	i	i	i	i	i	-0.4
COc1ccccc1NC(=O)CCC(=O)c1ccc(-c2ccccc2)cc1	i	14	i	i	i	i	i	i	i	i	0.6
CCn1cc(C(=O)O)c(=O)c2cnc(N3CCN(C(=S)NC(=O)c4ccc(Br)cc4)CC3)nc21	i	21	i	i	i	i	i	i	i	i	-0.1
Cc1cc(NC(=O)c2ccc([N+](=O)[O-])cc2)no1	i	4	i	i	i	i	i	i	i	i	-1.0
CCOc1ccc(-n2c(SCC(=O)Nc3ccccc3C)n[nH]c2=O)cc1	i	23	i	i	i	i	i	i	i	i	0.7
Cc1ccc(S(=O)(=O)N(C)CC(=O)OCC(=O)c2c(N)n(C)c(=O)n(C)c2=O)cc1	i	5	i	i	i	i	i	i	i	i	-0.2
c1csc(-c2nc(-c3ccc(-c4ccon4)s3)no2)c1	i	17	i	i	i	i	i	i	i	i	0.3
Cc1c(C(=O)Nc2ccc(F)cc2)c2ccccn2c1CCc1ccncc1	i	12	i	i	i	i	i	i	i	i	-0.3
Cc1ccccc1CC1(CO)CCCN(C(=O)c2cccc(Cl)c2)C1 (stereo not drawn)	i	23	i	i	i	i	i	i	i	i	-0.1
Cc1ccc(CNC(=O)c2cc3cc(Br)ccc3oc2=N)cc1	i	23	i	i	i	i	i	i	i	i	-0.1
CCN(c1ccc(OC)cc1)S(=O)(=O)c1nnc(NC(=O)COc2ccc(F)cc2)s1	i	0	i	i	i	i	i	i	i	i	-0.4
Clc1cccc(-c2ccc(C=Nc3ccc(N4CCOCC4)cc3)o2)c1Cl	i	0	x	i	i	x	i	x	i	i	-1.1
CCOC(=O)/C(C#N)=C\c1c(C)cc(C)c(COC(C)=O)c1C	i	20	i	i	i	i	i	i	i	i	-0.5
COc1ccc(-n2c(=O)cc(N3CCN(Cc4ccccc4)CC3)[nH]c2=O)cc1	i	19	i	i	i	i	i	i	i	i	-0.2
CCCOP(=O)(OCCC)C(Nc1ccc(C(C)C)cc1)c1ccc([N+](=O)[O-])cc1 (stereo not drawn)	i	8	i	i	i	i	i	i	i	i	-0.3
CC(COc1cccc2ccccc12)CN1CCN(C)CC1 (stereo not drawn)	i	10	i	i	i	i	i	i	i	i	-0.4
O=C(O)c1ccccc1C(=O)NCCc1c(C(=O)O)[nH]c2ccc(F)cc12	i	10	i	i	i	i	i	i	i	i	0.0

# New compounds follow.
compound	TRPC6 activator	AI-2 QS modul	MrgX1 allo act	PolyA inh	TRPC4 inh	MrgX1 antag	TRPC4 agonist	MrgX1 agonist	TRPC6 inhibitor	TRPC4 potent	HIF activator
O=C(CCn1c(=O)oc2ccccc21)NCCCN1CCOCC1	i	0	i	i	i	i	i	i	i	i	-0.4
O=C(Nc1ccccc1-c1nnn(CC(=O)N2CCCc3ccccc32)n1)c1ccc(Cl)cc1	i	29	i	i	i	i	i	i	i	i	0.1
CCOc1ccccc1N1CN(Cc2ccccc2)CNC1=S	i	28	i	i	i	i	i	i	i	i	-0.1
COc1cc(OC)c(C(=O)Nc2ccc(N(C)C)cc2)cc1OC	i	16	i	i	i	i	i	i	i	i	0.9
Cc1ccc(-c2cn3cccnc3n2)cc1NC(=O)c1cccs1	i	6	i	i	i	i	i	i	i	i	0.3
C=CCn1c(SCC(=O)Nc2ccccc2F)nnc1C(C)NC(=O)c1ccccc1F (stereo not drawn)	i	25	i	i	i	i	i	i	i	i	-0.2
O=C(CN1CCC(NC(=O)c2ccco2)CC1)Nc1cccc2ccccc12	i	19	i	i	i	i	i	i	i	i	-0.3
CC1CCN(C(=O)C(C)c2ccc([N+](=O)[O-])cc2)CC1 (stereo not drawn)	i	17	i	i	i	i	i	i	i	i	0.2
Nc1n[nH]c(N)c1N=Nc1cccc(C(F)(F)F)c1	i	66	i	i	i	i	i	i	i	i	1.2
Cc1cc(C)nc(NS(=O)(=O)c2ccc(N3C(=O)c4ccccc4C3=O)cc2)n1	i	-4	i	i	i	i	i	i	i	i	0.6
O=C(N/N=C/c1cc(Cl)cc([N+](=O)[O-])c1O)c1cc(-c2ccccn2)nc2ccccc12	i	22	i	i	i	-5.5*	i	i	i	i	-0.4
COc1cccc(-n2nnc3c(=O)n(CC(=O)N4CCCc5ccccc54)cnc32)c1	i	28	i	i	i	i	i	i	i	i	-0.5
Cc1cc(=O)oc2c(C)c(OC(C)C(=O)NCC3CCC(C(=O)O)CC3)ccc12 (stereo not drawn)	i	-3	i	i	i	i	i	i	i	i	-0.4
